Tn7 DDE FP: DD(E)-Tn7 binding inhibition, primary FP screen. FP displacement of FITC-Tn7 peptide from fibrin DD(E); 0% = median of compound wells per plate. P02675. inhibition, % at 8.3 µM. AID 720508. 370,000 tested, 0.13% active;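 active = inhibition above the mean of compounds falling within the control limits plus 3 SD of them, cut at about 14% in these data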;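 also: 0% = plate median of compound wells and 100% = 10 µM Aha-Tn7 peptide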
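Measure: % inhibition scaled between sample-field median and high-control FP; Test system: human fibrin DD(E); Quantity: 2 µM final DD(E) protein; Doses: one dose, 8.3 µM nominal; Schedule: compound with protein 10 min, then 3 h after probe, room temperature; Detection: fluorescence polarization; Medium: Tris buffer with calcium and detergent, pH 7.8.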
ASAP1 inh: blocks human ASAP1-stimulated Arf1 GTP hydrolysis; Q9ULH1; GDP FP detection; inhibition, % at 16.5 µM; 360,000 tested, 0.19% active; in the data active = inhibition above about 25%;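 also: 0% = vehicle with enzyme and substrate and 100% = no enzyme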
MBD2 DNA inh: blocks human MBD2 binding to methylated DNA. Q9UBB5. TR-FRET, MBD2 binding to methylated oligonucleotide. inhibition, % at 4.4 µM. 370,000 tested, 0.31% active. AID 686964; in the data active = inhibition above about 13%
ADAM17 inh: inhibitors of human ADAM17 | recombinant ADAM17, EDANS/DABCYL FRET peptide cleavage | 370,000 tested, 0.83% active | inhibition, % at 6.95 µM;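 active = inhibition above the mean of compounds lying between control limits plus 3 SD, set per campaign, cut at about 8.5% in these data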;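 also: 0% = DMSO-only wells as the low control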
UHRF1 MBD2 ctr: UHRF1 methyl-DNA binding inhibition; Q96T88; UHRF1 binding to methylated oligo, TR-FRET; inhibition, % at 4.4 µM; 370,000 tested, 0.75% active; AID 687016; in the data active = inhibition above about 21%;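 also: UHRF1 SRA domain binding a hemimethylated CpG hairpin DNA probe; 0% = median of test compound wells and 100% = reference inhibitor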
PLCg1 inh: blocks human PLC-gamma1 enzyme activity; P19174; purified PLC-gamma1, fluorogenic substrate, fluorescence; inhibition, % at 12.2 µM; 370,000 tested, 0.84% active; AID 720700; in the data active = inhibition above about 9.5%
Target sequence (P19174 whole entry, looked up): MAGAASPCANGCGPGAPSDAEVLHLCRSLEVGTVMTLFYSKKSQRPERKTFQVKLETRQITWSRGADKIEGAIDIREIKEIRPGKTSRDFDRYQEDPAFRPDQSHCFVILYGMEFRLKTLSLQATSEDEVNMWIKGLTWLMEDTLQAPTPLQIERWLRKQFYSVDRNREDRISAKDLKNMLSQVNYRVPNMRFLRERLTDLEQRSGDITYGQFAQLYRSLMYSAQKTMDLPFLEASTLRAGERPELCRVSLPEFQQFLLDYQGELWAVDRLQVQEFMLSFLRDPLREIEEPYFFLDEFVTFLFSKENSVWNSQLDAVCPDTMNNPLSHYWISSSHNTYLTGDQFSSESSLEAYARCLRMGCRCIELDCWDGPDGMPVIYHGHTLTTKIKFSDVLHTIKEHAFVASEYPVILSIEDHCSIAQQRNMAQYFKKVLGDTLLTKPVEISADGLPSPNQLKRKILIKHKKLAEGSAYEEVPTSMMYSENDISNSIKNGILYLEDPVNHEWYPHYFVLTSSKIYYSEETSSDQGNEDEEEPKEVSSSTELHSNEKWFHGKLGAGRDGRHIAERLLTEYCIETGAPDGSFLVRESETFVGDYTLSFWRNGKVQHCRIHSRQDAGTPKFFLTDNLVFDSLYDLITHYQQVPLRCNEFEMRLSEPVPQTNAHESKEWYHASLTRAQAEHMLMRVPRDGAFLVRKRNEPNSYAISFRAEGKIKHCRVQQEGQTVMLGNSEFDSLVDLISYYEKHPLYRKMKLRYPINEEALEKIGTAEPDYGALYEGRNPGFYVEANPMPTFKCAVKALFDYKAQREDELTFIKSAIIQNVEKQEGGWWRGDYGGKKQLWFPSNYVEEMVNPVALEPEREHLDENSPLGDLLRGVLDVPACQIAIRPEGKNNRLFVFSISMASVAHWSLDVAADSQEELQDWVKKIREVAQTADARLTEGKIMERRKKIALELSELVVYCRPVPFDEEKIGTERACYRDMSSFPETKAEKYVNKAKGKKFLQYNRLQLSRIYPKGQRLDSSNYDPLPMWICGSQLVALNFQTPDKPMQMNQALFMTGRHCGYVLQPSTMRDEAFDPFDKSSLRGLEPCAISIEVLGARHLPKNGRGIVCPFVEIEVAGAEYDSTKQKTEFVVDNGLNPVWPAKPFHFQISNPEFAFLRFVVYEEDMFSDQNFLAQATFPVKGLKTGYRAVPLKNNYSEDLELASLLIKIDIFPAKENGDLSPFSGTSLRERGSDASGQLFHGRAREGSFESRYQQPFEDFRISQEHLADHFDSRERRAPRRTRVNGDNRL
ARFGAP1 inh: inhibitors of rat ARFGAP1; Q62848; 360,000 tested, 0.26% active; Arfgap1-stimulated ARF1 GTP hydrolysis, GDP FP detection; inhibition, % at 16.5 µM;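 active = inhibition above a per-plate limit, mean inhibition of low control wells plus 3 SD, cut at about 25% in these data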;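 also: 0% = DMSO wells with enzyme and 100% = wells lacking Arfgap1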
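Material: truncated rat Arfgap1 GAP domain; Incubation: compound-enzyme preincubation 20 min, reaction 120 min, detection 60 min, 25 °C; Read-out: percent inhibition of Arfgap1-stimulated GTP hydrolysis; Technique: FP, GDP Alexa 633 tracer displaced from anti-GDP antibody, 620/688 nm; Controls: No-Arfgap1 wells (100%) versus DMSO full-reaction wells (0%); Replication: single well per compound.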
KLK7 zymogen act: activates the human kallikrein-7 zymogen; P49862; purified proKLK7, EDANS-DABCYL substrate fluorescence; 100% is mature enzyme control, 0% vehicle; activation, % at 7 µM; 370,000 tested, 0.9% active;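 active = activation above the mean of all tested compounds plus 3 SD, computed per campaign excluding outliers beyond control limits, cut at about 13% in these data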
DDE Tn6 FP inh: inhibitors of Tn6 peptide binding to human fibrin DD(E). Fibrin DD(E) TRITC-Tn6 fluorescence polarization displacement. inhibition, % at 8.3 µM. 370,000 tested, 0.21% active. AID 720509;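 active = inhibition above a per-campaign cutoff: mean of compounds within control limits plus 3 SD, cut at about 15% in these data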;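 also: 0% = median of all compound wells on the plate and 100% = blocking peptide control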
PLCb3 inh: inhibitors of human phospholipase C beta3 | Purified PLC-beta3, fluorogenic substrate, fluorescence | Q01970 | inhibition, % at 12.2 µM | 370,000 tested, 0.18% active; in the data active = inhibition above about 11%;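 also: 0% = median of compound wells on plate and 100% = full blocker control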
The depositor's hits bear a star.

Tn7 DDE FP,ASAP1 inh,MBD2 DNA inh,ADAM17 inh,UHRF1 MBD2 ctr,PLCg1 inh,ARFGAP1 inh,KLK7 zymogen act,DDE Tn6 FP inh,PLCb3 inh,molecule
6.8,-10.5,-3.0,-2.3,-1.6,2.6,2.2,0.1,5.0,3.7,CC1(C(=O)O)CCCN1C(=O)c1cccc(F)c1 (stereo unspecified)
-6.4,9.4,-0.7,-22.6,-1.2,-309.5,10.2,1.2,-2.0,-379.7,O=C1CSC(c2cn(-c3ccccc3)nc2-c2cc3ccccc3oc2=O)N1Cc1cccnc1 (stereo unspecified)
-3.0,10.6,1.4,-3.3,-2.4,-0.6,6.9,0.1,3.4,3.4,CC(C)CN1CCN=C1N(C)C
4.7,9.7,-1.9,6.5,3.4,-3.5,0.8,0.5,3.5,-5.7,Cc1cccc(C2=NN(c3ccc(Br)cc3)[C@@H](C(=O)N3CCOC3=O)[C@@H]2c2ccc([N+](=O)[O-])cc2)c1
-5.7,-6.9,4.9,-1.8,-1.4,0.9,-2.0,0.1,-5.0,-6.6,CCOC(=O)c1c(C)[nH]c(C)c1S(=O)(=O)N1CCN(c2ccc(F)cc2)CC1
-3.3,21.6,1.4,-1.1,4.9,3.6,-4.1,0.2,3.8,1.0,CCn1c2ccccc2n2c(=O)c(=O)n(CC(=O)Nc3ccc(C(C)C)cc3)nc12
-6.3,2.7,-4.7,2.1,1.6,-2.4,20.1,0.5,-4.1,-2.2,Cc1ccc(SCC(=O)N=C2NC(=O)CS2)cc1
-2.5,0.0,-1.4,-0.5,-0.9,2.5,-2.2,0.3,-1.5,-3.1,O=C(NCc1ccccc1)C(c1ccccc1)N(C(=O)c1csnn1)C1CCCC1 (stereo unspecified)
2.3,1.8,5.6,-7.5,0.1,-4.1,-7.4,-0.6,-0.2,-9.5,O=c1c2cn(Cc3ccc(F)cc3)c3ccc(F)cc3c-2nn1Cc1ccc(F)cc1
2.6,-6.1,0.3,-53.8,-3.0,-66.5,2.9,4.3,9.2,-101.7,Cc1cccc2cc(C#N)c(NCCNC(=S)NCCCN3CCOCC3)nc12
0.4,1.3,-0.9,1.3,0.4,0.0,-10.7,-0.8,2.6,-4.3,O=C(N/N=C/c1ccccc1OC(F)F)c1cc(-c2ccncc2)nc2ccccc12
3.1,15.7,7.5,-0.1,2.5,2.5,3.9,-0.1,-5.2,0.6,CS(=O)(=O)c1ccc(Sc2nc3ccccc3[nH]2)c([N+](=O)[O-])c1
-2.7,10.9,-4.2,-1.6,-0.4,1.6,2.4,0.7,-0.8,-1.2,CCOc1ccccc1NC(=O)CN1C(=O)COc2ccc(C)cc21
5.6,-7.7,-4.7,-1.2,0.1,1.6,-4.8,0.3,1.6,2.0,O=C(Nc1ccc(N2CCOCC2)cc1)C1CCCCC1
0.6,9.1,-4.3,0.3,-0.5,0.6,8.2,-0.1,0.6,-29.6,CCC(C)(C(=O)NC1CCCCC1)N(Cc1ccco1)C(=O)c1cnccn1 (stereo unspecified)
1.4,-8.8,5.4,-7.6,1.9,-13.6,-6.7,-0.1,-4.0,-17.2,Cc1cc(C)cc(C(=O)OCC(=O)Nc2ncccn2)c1
-10.5,3.7,1.9,1.5,-2.1,0.6,4.8,-0.2,-0.5,2.6,CCOC(=O)c1c(NC(=O)C[n+]2ccc(Cc3ccccc3)cc2)sc(C)c1C
-8.2,-3.1,-1.1,-1.8,-1.3,-0.9,4.4,0.2,0.1,2.9,CCOc1ccc2nc(NC(NC(=O)CC)(C(=O)OC)C(F)(F)F)sc2c1 (stereo unspecified)
-7.0,-1.9,4.9,-3.2,2.7,5.3,4.4,-0.2,4.8,-1.9,COc1ccc(Cc2nnc(SCC(=O)c3ccc4c(c3)NC(=O)CO4)o2)cc1
2.1,9.6,-1.8,-2.7,2.5,0.1,-11.6,0.1,4.5,-1.3,O=C(O)/C=C/C(=O)Nc1cccc(C(F)(F)F)c1
-1.8,9.5,-5.8,0.8,-3.1,1.0,-1.4,0.3,0.7,2.6,Cc1ccccc1OCC(=O)N/N=C/C=C/c1ccccc1
-1.2,-3.8,0.5,-7.2,4.3,1.1,10.6,0.2,-5.5,-1.3,COc1ccc(C2=NOC(C(=O)NCc3ccccn3)C2)cc1 (stereo unspecified)
-2.6,-12.3,-3.7,-4.4,-1.4,-0.1,16.1,0.2,-2.4,-0.7,CC(C)Cn1cnc2c(SCc3ccccn3)nc(N)nc21
-0.8,8.9,2.5,-3.4,-0.9,0.1,9.1,0.1,-0.1,3.5,O=C(c1ccc(-c2ccccc2)cc1)N1CCC2CC1c1cc(-c3ccc4c(c3)OCO4)ccc12 (stereo unspecified)
0.6,9.3,6.2,-1.1,0.3,2.7,5.5,-0.2,-3.8,0.9,CN1CCN(C(=O)c2c(O)c3cccc4c3n(c2=O)CCC4)CC1
4.9,-3.9,-1.4,0.1,-0.3,4.0,4.3,-0.2,-1.8,-0.9,Cc1ccccc1-n1ncc2c1CC(C)(C)CC2NC(=O)CCCN1CCCC1=O (stereo unspecified)
-2.7,11.5,-2.6,-3.9,1.8,0.1,-6.5,-0.3,-1.2,4.3,Cc1ccc(NC(=S)NC(NC(=O)Cc2cccc3ccccc23)C(Cl)(Cl)Cl)cc1 (stereo unspecified)
3.0,-9.9,-0.6,-3.8,-2.9,-2.5,1.1,0.2,10.9,-0.4,COc1ccc(-c2ccc(S(=O)(=O)N3CCCC3)cc2)cc1
8.1,8.9,-0.5,-3.1,-3.2,-2.6,2.2,2.0,-0.6,0.4,O=[N+]([O-])c1nn(-c2ccc3c(c2)OCCO3)n(O)c1=NC1CCCCC1
-3.3,-8.9,2.4,7.7,1.4,3.1,0.6,0.5,-5.2,4.5,Cc1ccc(S(=O)(=O)Nc2ccc3c(c2)C(=O)N([C@@H](C)CO)C[C@@H](C)[C@@H](CN(C)S(=O)(=O)c2ccccc2)OCCCC[C@H](C)O3)cc1
1.9,-2.4,5.6,1.2,22.6*,12.2*,-10.0,-1.0,1.3,-8.8,CCC1CCCCN1CCCNC(=O)c1cn(C)c2ccc(S(=O)(=O)N(C)C3CCCCC3)cc2c1=O (stereo unspecified)
-4.8,-6.6,0.3,3.8,1.1,4.6,-1.5,0.1,-0.9,1.8,CCCn1c(C)cc(C(=O)COC(=O)CN=C2NS(=O)(=O)c3ccccc32)c1C
-1.6,-1.8,-4.0,-4.8,-1.1,4.2,-1.6,-0.3,-5.3,4.1,CCOC(=O)N1CCN(C(=O)CNC(=O)c2ccccc2F)CC1
-4.1,1.3,-4.0,-3.6,-2.6,-0.8,4.8,0.1,-2.1,2.3,COC(=O)NCN1C(=O)C2C3C=CC(C3)C2C1=O (stereo unspecified)
-5.4,-5.7,2.7,-120.9,2.5,-102.4,7.5,-4.2,-7.9,-130.7,COc1cccc(-c2nc(C(=O)NCCCN3CCOCC3)cc3c2[nH]c2ccccc23)c1
3.1,7.8,-0.9,-0.9,0.1,4.9,1.9,0.6,-5.3,1.6,CC(Sc1nc2ccccc2c(=O)n1CC1CCCO1)C(=O)N(C)Cc1ccccc1 (stereo unspecified)
6.7,-6.2,7.1,-2.5,0.6,1.6,-6.4,0.3,2.7,-6.1,Cc1nnc(SCc2ccc(Cl)c(Cl)c2)s1
3.5,-1.1,-8.4,-1.1,-0.4,2.1,1.3,0.2,-0.1,1.7,O=C1/C(=C/c2cccs2)CCC1C1CCCC1 (stereo unspecified)
0.8,-6.0,-4.7,-1.8,-3.1,2.6,15.8,0.1,-3.2,-2.1,Cc1cc(C)n(-c2ccc(C(=O)N3CCc4ccccc43)cc2)n1
1.2,-1.0,-0.4,-5.6,1.4,0.8,-0.3,-0.7,4.4,-2.4,COCCCn1c(=O)c2sccc2n(Cc2ccccc2)c1=O
5.8,2.7,-2.6,-6.9,0.6,1.4,-5.4,0.3,1.8,4.4,CC1(C(=O)NCc2ccccc2)CN(S(C)(=O)=O)CC(=O)N1C1CC1 (stereo unspecified)
0.8,-7.4,1.6,-5.6,0.8,3.0,-0.3,-0.8,1.1,1.4,CC(C)n1nnnc1SCC(=O)NCCc1ccccc1
3.8,5.5,-2.4,-366.3,0.9,-77.6,-2.4,-4.3,2.8,-94.4,COc1ccc(-c2nc(C#N)c(N3CCCCCC3)o2)cc1
6.4,-14.0,2.7,0.9,2.3,-1.2,-3.8,0.6,2.4,0.6,COc1nonc1NCn1nc(C)cc1C
2.9,-18.2,-0.1,0.7,1.8,0.9,-4.3,0.3,-1.3,-0.2,Cc1ccc(C(=O)OCC(=O)Nc2ccc3[nH]c(=O)[nH]c3c2)cc1S(=O)(=O)N1CCOCC1
-6.7,14.5,-5.6,-3.5,9.7,0.2,-0.2,-0.2,2.5,-6.3,COc1ccccc1N/C(N)=N/c1nc(C)cc(C)n1
-2.0,-7.7,2.7,-3.4,-2.3,0.0,10.0,-0.1,2.6,2.7,O=C(COc1ccccc1)Nc1ncccn1
2.0,-5.7,5.5,-4.7,0.5,3.6,-5.4,-0.1,-11.1,-6.7,CCOC(=O)N1CCN(C(=O)c2ccccc2N(Cc2ccccc2)S(=O)(=O)c2ccccc2)CC1
5.6,8.0,5.1,2.0,0.2,-0.2,7.0,0.8,-0.2,-0.5,Cc1ccc(NCCCn2ccc(NC(=O)OCc3ccccc3)nc2=O)cc1C

Among those listed so far, 7 have fluorine.
Tn7 DDE FP,ASAP1 inh,MBD2 DNA inh,ADAM17 inh,UHRF1 MBD2 ctr,PLCg1 inh,ARFGAP1 inh,KLK7 zymogen act,DDE Tn6 FP inh,PLCb3 inh,molecule
6.8,-10.5,-3.0,-2.3,-1.6,2.6,2.2,0.1,5.0,3.7,CC1(C(=O)O)CCCN1C(=O)c1cccc(F)c1 (stereo unspecified)
-5.7,-6.9,4.9,-1.8,-1.4,0.9,-2.0,0.1,-5.0,-6.6,CCOC(=O)c1c(C)[nH]c(C)c1S(=O)(=O)N1CCN(c2ccc(F)cc2)CC1
2.3,1.8,5.6,-7.5,0.1,-4.1,-7.4,-0.6,-0.2,-9.5,O=c1c2cn(Cc3ccc(F)cc3)c3ccc(F)cc3c-2nn1Cc1ccc(F)cc1
0.4,1.3,-0.9,1.3,0.4,0.0,-10.7,-0.8,2.6,-4.3,O=C(N/N=C/c1ccccc1OC(F)F)c1cc(-c2ccncc2)nc2ccccc12
-8.2,-3.1,-1.1,-1.8,-1.3,-0.9,4.4,0.2,0.1,2.9,CCOc1ccc2nc(NC(NC(=O)CC)(C(=O)OC)C(F)(F)F)sc2c1 (stereo unspecified)
2.1,9.6,-1.8,-2.7,2.5,0.1,-11.6,0.1,4.5,-1.3,O=C(O)/C=C/C(=O)Nc1cccc(C(F)(F)F)c1
-1.6,-1.8,-4.0,-4.8,-1.1,4.2,-1.6,-0.3,-5.3,4.1,CCOC(=O)N1CCN(C(=O)CNC(=O)c2ccccc2F)CC1

Assay outcomes (PubChem)
